Tat transport: E. coli Tat transport inhibition; hit rate 0.036% among 340,000; inhibition, % at 10 µM; E. coli MC4100 TorA-mCherry Tat export, fluorescence;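 active means mean replicate inhibition at least 50% and at least half of replicates individually reaching 50%; inconclusive means only one of the two criteria met; inactive means neither criterion met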;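 further: exported cargo escapes ClpAP degradation while cytoplasmic cargo is degraded and loses fluorescence; 0% = median of neutral control wells and 100% = median of NaSCN control wells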
CAL PDZ FP-1: inhibitors of human CAL PDZ peptide binding; hit rate 0.02% among 330,000; purified CAL PDZ, TMR-peptide fluorescence polarization, 1 h; inhibition, % at 20 µM; AID 504414;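 active means highest replicate inhibition of at least 40%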;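 further: plate controls were DMSO neutral control wells for no effect and unlabeled competitor peptide control wells for full effect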
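Test system: tagged CAL PDZ domain / Buffer or medium: sodium phosphate/NaCl buffer pH 7.4 with TCEP, IgG, Thesit / Reagent: TMR-labelled reporter peptide T*-PRC34 bound in PDZ groove / Compound dosing: single point, 20 µM / Schedule: 1 h incubation at room temperature before polarization reading / Technique: fluorescence polarization (mP) / Benchmarks: unlabelled peptide, DMSO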
MITF act: activators of MITF-driven TRPM1 promoter activity in SK-MEL-5 cells; SK-MEL-5 TRPM1-promoter luciferase, 24 h; % of positive control, neutral wells = 0; activation, % at 12.5 µM; hit rate 0.75% among 300,000; AID 588334;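 active means mean activation of at least 80% with every replicate also reaching 80%; inconclusive means mean reaches 80% but some replicate falls short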;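 further: 0% = neutral control wells and 100% = parthenolide positive control wells; values of inactives mirror those of a sister screen read the other way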
Wnt bcat act: activates Wnt/beta-catenin signaling in a reporter cell assay | activation, % at 9.35 µM | activator, plate reader | AID 743398 | hit rate 1.2% among 300,000; in the data active means activation above about 30%, passing the limit was not always enough; inconclusive means no clear call, values can overlap the other calls;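 further: 0% = neutral control wells and 100% = positive control wells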
V-ATPase pHluor: regulators of yeast V-ATPase proton transport; S. cerevisiae, pHLuorin cytosolic pH fluorescence; response, % at 10 µM; hit rate 0.37% among 350,000; AID 504577; in the data active means response mostly above about 7.3%, no sharp cut-off; inactive means mostly below about 5.4%; further: actives read high; inactives centre near 0; some compounds called inactive have numbers as strong as hits
CAL PDZ FP-2: blocks peptide binding to the human CAL PDZ domain | Q9HD26 | purified CAL PDZ, TMR-peptide fluorescence polarization, 1 h | inhibition, % at 24.9 µM | hit rate 0.92% among 300,000 | AID 602252;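 active means mean inhibition of at least 30% with at least half of replicates also reaching 30%; inconclusive means no clear call, values can overlap the other calls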;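 further: 0% = DMSO neutral control and 100% = excess unlabeled competitor peptide PRC23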
dFosB act: enhances mouse delta FosB homodimer DNA binding. P13346. purified delta FosB, TAMRA-CDK5 oligo fluorescence polarization; percent of positive-control signal above neutral wells. activation, % at 25 µM. hit rate 0.99% among 340,000;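 active means mean activation above about 17%, with every replicate also reaching it, limit read from the data, passing the limit was not always enough; inconclusive means only one of the two conditions met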;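 further: fluorescence polarization rise as delta FosB binds a TAMRA Cdk5 AP-1 oligo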
Target sequence (P13346 whole entry, looked up): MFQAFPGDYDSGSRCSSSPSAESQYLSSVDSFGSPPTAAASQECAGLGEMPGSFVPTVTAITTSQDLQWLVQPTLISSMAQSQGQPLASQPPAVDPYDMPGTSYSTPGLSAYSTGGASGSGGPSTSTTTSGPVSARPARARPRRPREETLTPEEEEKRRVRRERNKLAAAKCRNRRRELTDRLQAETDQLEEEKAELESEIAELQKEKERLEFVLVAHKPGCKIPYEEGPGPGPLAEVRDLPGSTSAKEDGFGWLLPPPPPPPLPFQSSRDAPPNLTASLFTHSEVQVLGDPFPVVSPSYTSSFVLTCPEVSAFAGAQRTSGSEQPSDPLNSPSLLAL
cardiac RTF act: increases calcium sensitivity of human cardiac regulated thin filaments; P19429+P45379; IANBD-labeled TnC RTF fluorescence at EC20 calcium; 0% EC20 calcium, 100% full calcium; activation, % at 7.2 µM; hit rate 0.24% among 340,000; AID 493008;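 active means activation above the mean over all tested compounds plus 3 SD, cut at about 30% in these data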;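 further: rise in fluorescence read as greater calcium sensitivity of cardiac thin filaments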
CDK5 inh: CDK5/p35 (human) kinase inhibition | Recombinant CDK5/p35, ADP-Glo luminescence, 60 min | AID 488839 | hit rate 0.01% among 330,000 | Q00535+Q15078 | inhibition, % at 10 µM;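 active means highest replicate inhibition of at least 50% and at least 75% of replicates reaching 50%; inconclusive means only one of the two criteria met; inactive means both criteria failed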;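 further: plate controls were DMSO neutral control for no effect and GW8510 at 10 µM for full effect; many of its hits are not listed in these tables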
Target sequence (Q00535 whole entry, looked up): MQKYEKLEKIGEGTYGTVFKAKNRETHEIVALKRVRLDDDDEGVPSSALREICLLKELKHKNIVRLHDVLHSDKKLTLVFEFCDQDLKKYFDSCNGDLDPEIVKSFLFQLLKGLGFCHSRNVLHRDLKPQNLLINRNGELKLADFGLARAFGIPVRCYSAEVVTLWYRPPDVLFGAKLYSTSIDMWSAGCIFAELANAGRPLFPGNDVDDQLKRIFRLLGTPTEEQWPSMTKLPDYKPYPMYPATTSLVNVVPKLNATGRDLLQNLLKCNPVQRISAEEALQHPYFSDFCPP
Target sequence (Q15078 whole entry, looked up): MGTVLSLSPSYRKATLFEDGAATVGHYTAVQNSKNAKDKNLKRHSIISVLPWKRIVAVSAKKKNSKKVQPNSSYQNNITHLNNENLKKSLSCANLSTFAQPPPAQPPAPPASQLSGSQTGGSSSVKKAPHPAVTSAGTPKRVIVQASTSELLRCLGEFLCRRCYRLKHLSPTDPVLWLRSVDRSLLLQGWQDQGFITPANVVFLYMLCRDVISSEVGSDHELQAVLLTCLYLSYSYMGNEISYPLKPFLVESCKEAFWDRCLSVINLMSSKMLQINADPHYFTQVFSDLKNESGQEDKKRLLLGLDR
Rtt109 HAT inh: blocks Candida albicans Rtt109/Vps75 acetyltransferase activity; purified Rtt109/Vps75, ThioGlo CoA-SH fluorescence, 4 h; inhibition, % at 34.9 µM; hit rate 0.16% among 330,000; AID 540336;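 active means inhibition of at least 50% in every replicate; inconclusive means best replicate reaches 50% inhibition but some replicates fall short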
* = called active by the depositor; u = inconclusive; x = no result given.

Molecule	Tat transport	CAL PDZ FP-1	MITF act	Wnt bcat act	V-ATPase pHluor	CAL PDZ FP-2	dFosB act	cardiac RTF act	CDK5 inh	Rtt109 HAT inh
Cc1ccc(CCC(=O)Nc2ccc(C#N)cc2)o1	-2	-0.5	8	0	-1	1	1	-2	-0.4	0
CCOc1ncccc1C(=O)N1CCN(C(c2ccccc2)c2ccccc2)CC1	3	2.2	-5	-19	0	0	-8	-1	-1.7	-25
O=C(O)c1ccc(CN2C(=O)CSC2=S)cc1	2	-1.5	x	-3	3	0	-5	8	0.4	0
Cc1ccc(S(=O)(=O)NCCC(=O)N2CCCC(C)C2)cc1 (stereo unspecified)	-4	-2.1	-5	-3	-1	-1	1	-2	-0.9	-2
CC1CCCCN1C(=O)c1cc(S(=O)(=O)N2CCOCC2)ccc1Cl (stereo unspecified)	-2	-0.5	-2	-3	0	11	1	5	0.1	1
CCN(c1ccccc1)S(=O)(=O)c1ccc(Cl)c(NC(=O)Nc2ccc(Cl)cc2C#N)c1	5	0.9	-9	18	2	-5	-4	-1	-0.9	4
CCCCC(=O)N(CCOC)c1nnc(-c2ccccc2C)s1	0	-1.4	14	-4	0	-1	-13	5	-2.8	0
O=C(Nc1ccccn1)c1cccc(S(=O)(=O)N2CCCC2)c1	-4	-2.5	-12	3	2	-5	1	-4	-1.9	-3
COC(=O)c1ccc(CSc2nc3sc4c(c3c(=O)n2C)CCCC4)o1	10	-1.0	10	x	0	0	-8	-1	-0.8	-8
Cc1cc(Br)c(S(=O)(=O)NCCN2CCOCC2)cc1C	0	-4.3	-2	x	2	-2	1	3	1.3	4
CCOC(=O)C1=C(N)Oc2ccc3ccccc3c2C1c1ccc(O)c(OC)c1 (stereo unspecified)	11	-2.0	-1	2	-8	-7	-5	14	0.8	9
O=C1OC(Nc2ccc(Cl)cn2)c2ccccc21 (stereo unspecified)	1	-0.7	7	x	1	-4	-4	3	0.6	0
O=C1OC(c2ccc3ccccc3c2O)(c2ccc3ccccc3c2O)c2ccccc21	15	-0.1	-29	-2	-1	x	-5	9	-8.2	4
COc1cc2oc(=O)cc(-c3ccc(-c4ccc(N(C)C)cc4)cc3)c2c(OC)c1OC	-8	-0.6	43	0	2	7	-4	4	1.5	4
O=C(c1cccs1)N1CCC(c2nc3c(nnn3Cc3c(Cl)cccc3Cl)c(=O)[nH]2)CC1	-1	-1.5	x	-4	-2	5	-4	1	0.6	-4
C=C1[C@H](C)CN[C@H]1CCO	1	-0.5	-2	2	0	1	3	-4	0.8	4
CCC(C)Sc1nc2ccccc2c(=O)[nH]1 (stereo unspecified)	-7	-1.7	4	x	-6	-3	-1	0	0.5	0
Cc1ccc(SCC(=O)NNC(=O)c2cncc(Br)c2)cc1	-15	-0.7	-8	-5	1	-4	-2	0	-2.7	-1
CC(C)COC(=O)C(C)Nc1n[nH]c(=S)[nH]c1=O (stereo unspecified)	0	0.4	-14	0	7	-4	-5	-1	-0.3	3
Cc1onc(-c2ccccc2Cl)c1C(=O)N1CCN(C)CC1	4	-1.8	-9	-1	-1	-3	6	-4	0.5	-4
N#CCn1c2ccccc2c2nc3ccccc3nc21	1	-2.8	9	10	1	-1	-23	1	0.5	-1
COc1ccc(CCNC(=O)c2cc3c(=O)n4ccccc4nc3n(CCCN3CCOCC3)c2=N)cc1OC	2	-3.2	4	0	3	-2	10	1	x	2
O=C(Nc1cc(F)cc(F)c1)c1ccc(NCCc2ccccc2)c([N+](=O)[O-])c1	5	0.7	-9	x	3	-4	u	10	0.6	-3
CCOC(=O)CSc1nncc2ccc(OC)c(OC)c12	-1	0.0	-1	x	0	1	-1	-2	0.5	2
CCCNC(=O)NC(=O)CSc1ccc(C)cc1C	3	0.4	0	-11	5	-5	-5	8	-4.8	-5
COc1ccc(-c2ccc(-c3nnn(CC(C)=O)n3)cc2)cc1	4	-0.2	50	x	2	x	-2	0	0.7	0
COc1ccccc1N=C1SC(C(=O)Nc2ccc(F)cc2)CC(=O)N1C (stereo unspecified)	-5	0.1	x	0	1	-6	-3	-2	0.6	1
O=C(NC1CCC(O)CC1)c1cc(-c2ccc(Cl)cc2)nc2ccccc12 (stereo unspecified)	8	-1.4	16	2	4	-9	-6	-4	0.2	0
Cc1ccc(C2CC(c3cccs3)=NN2C(=O)c2ccco2)o1 (stereo unspecified)	-2	-4.3	30	-7	-2	-1	-10	-2	0.3	0
CCN1C(=O)[C@@H]2[C@@H](c3ccc(-c4ccc(Cl)c(Cl)c4)cc3)N3CCCC[C@@]3(C(=O)OC)[C@@H]2C1=O	-8	-1.1	1	1	6	2	9	-3	1.3	2
O=C(O)C1CCCN(S(=O)(=O)c2cccs2)C1 (stereo unspecified)	6	0.2	6	x	-4	0	3	-3	-1.7	1
Cc1ccc(/C=C/C(=O)OCC(=O)NC(C)c2ccccc2)o1 (stereo unspecified)	-2	0.3	-4	-5	3	x	-4	-2	0.0	-6
COc1ccc(/C=N/NC(=O)c2ccoc2C)cc1COc1ccc(Cl)cc1	-1	-3.8	-16	0	4	3	-14	-1	1.0	-5
COc1ccc(OCCC(=O)Nc2cc3c(cc2C(=O)O)OCCCO3)cc1	-16	-2.8	-7	-2	1	5	4	5	0.7	1
CCOC(=O)CC1C(=O)NCCN1Cc1cccs1 (stereo unspecified)	-3	-2.7	-2	-5	0	-1	-1	0	-0.7	-4
O=[N+]([O-])c1ccccc1S(=O)(=O)N1CCN(Cc2ccccc2)CC1	12	-0.8	x	0	-1	-3	-1	-1	-1.0	-9
CCOc1ccc(NC(=O)C2CC(C)=C(C)CC2C(=O)O)cc1 (stereo unspecified)	-1	0.4	-2	x	-1	-3	-4	-2	-1.0	-8
COc1ccc(/C=C/C(=O)OCC(=O)Nc2ccc(N3CCOCC3)cc2)cc1	1	-5.1	-4	-2	1	-1	-1	1	-1.8	-10
COc1cc(NC(=O)CSc2ncccc2C(=O)OC(C)C)cc(OC)c1	4	-2.4	-5	x	4	5	-7	5	-0.7	11
CCCN(CC(=O)Nc1ccccc1OC)C(=O)c1cccc(S(=O)(=O)Nc2ccc(OC)cc2)c1	-1	-1.9	-7	-5	1	-4	-8	-9	0.1	13
Cc1cccc(-n2c(-c3csc(C)c3)n[nH]c2=S)c1	-2	0.7	-1	0	9	-2	-2	0	2.3	0
COc1cc(/C=N/NC(=S)Nc2cccc(S(=O)(=O)N(C)C)c2)ccc1O	-3	0.3	7	2	2	-3	-3	-8	2.9	13
Cc1ccc(CNC(=O)C2CC(=O)N(c3ccc(OCC(=O)N4CCCC4)cc3)C2)cc1 (stereo unspecified)	-4	-0.5	-17	x	-4	-6	-10	-3	0.1	-10
CCCCOC(=O)CNc1n[nH]c(=S)[nH]c1=O	-6	-1.9	2	x	-1	x	-4	1	-1.6	7
Cn1c(=O)c2c(SCC(=O)N3CCOCC3)nc(C3CC3)nc2n(C)c1=O	-3	0.7	x	-1	-1	-5	-8	0	-3.1	-2
Cc1ccc(NC(=S)Nn2cnnc2)cc1	3	-2.4	-1	0	-3	-5	1	0	-0.7	x
COc1cc(NC(=O)C(=O)NNC(=O)C2CCCCC2)c(OC)cc1Cl	-3	-0.5	0	x	3	-1	2	-1	-1.2	4
O=C(CN1C(=O)c2ccccc2C1=O)NCc1ccncc1	-4	0.1	-2	-1	-1	-1	-2	-3	3.7	3
CC1Cc2ccccc2N1S(=O)(=O)c1cccc(C(=O)NCCCn2ccnc2)c1 (stereo unspecified)	3	-0.5	-18	4	10*	-6	-6	-5	-1.3	-3
COc1ccc(NC(=O)COC(=O)CN2C(=O)C3CC=CCC3C2=O)c([N+](=O)[O-])c1 (stereo unspecified)	-4	-2.1	-8	40*	1	-5	-3	0	-6.7	-1
Cc1ccc(N(C(=O)c2csnn2)C(C(=O)NC2CCCCC2)c2cccnc2)c(C)c1 (stereo unspecified)	1	-3.5	x	0	-3	1	-4	-7	-3.6	4
COc1cc(NC(=O)c2ccccc2[N+](=O)[O-])ccc1NC(=O)c1cc2ccccc2o1	-8	-1.7	x	0	-4	-6	0	-1	0.0	12
O=[N+]([O-])c1ccccc1CNC(Cc1ccccc1)c1ccccc1 (stereo unspecified)	0	-2.8	-4	-2	-4	-1	-3	-6	-1.1	-2
Cc1cccc(C2c3c(n(C)c(=O)n(C)c3=O)N=C3c4ccccc4C(=O)C32)c1 (stereo unspecified)	-8	-3.4	9	-1	0	-2	-17	-2	0.0	30
CC1CCCCN1C(=O)COc1ccc2ccc(=O)oc2c1 (stereo unspecified)	-13	-1.4	-3	3	-3	-2	-1	2	0.8	-3
Cc1cc(C)c(NC(=O)C2CCCN2C)c(C)c1 (stereo unspecified)	-6	-1.1	-3	0	4	-2	-9	-1	-0.1	2
CC1CCCCC1NC(=O)COC(=O)CN1C(=O)c2ccccc2C1=O (stereo unspecified)	-4	-0.2	-2	3	0	0	4	0	-2.7	-5
Cc1ccc(-n2ncc3c(=O)n(-c4ccc(C)c(C)c4)c(-c4ccco4)nc32)cc1	20	x	x	1	3	0	-7	-2	-1.1	4
COC(=O)CCCC1=CC2=CC(=O)C(C)(OC(=O)C3CCCC3)C(=O)C2=CO1 (stereo unspecified)	-7	-5.6	-2	x	1	2	1	2	-2.5	-6
Cc1ccoc1C(=O)NCCNC(=O)c1occc1C	16	-2.2	9	3	-2	-7	-1	-1	0.8	-13

(next part)
Molecule	Tat transport	CAL PDZ FP-1	MITF act	Wnt bcat act	V-ATPase pHluor	CAL PDZ FP-2	dFosB act	cardiac RTF act	CDK5 inh	Rtt109 HAT inh
CN(CC(=O)Nc1ccccc1Br)c1ncnc2sccc12	-6	-2.9	-1	-6	0	-2	2	7	-1.1	-14
Cc1ccc(C(=O)C2=C(O)C(=O)N(c3ncccn3)C2c2ccccc2F)o1 (stereo unspecified)	-2	-3.8	-4	0	-3	-5	-1	-7	1.4	-1
COc1ccc(C(C(=O)NCC2CCCO2)N(C(=O)c2snc(C(N)=O)c2N)c2ccc(C)cc2)cc1OC (stereo unspecified)	-2	-2.7	-6	1	-2	6	-14	-8	-0.9	-4
CC1CN(C(=O)N2CCCCC2)CCN1C(=O)N1CCCCC1 (stereo unspecified)	-5	-0.1	-1	-1	1	-6	-4	x	-0.7	-4
CCn1nc(C)cc1C(=O)N1CCCC(N(C)CCc2ccc(OC)c(OC)c2)C1 (stereo unspecified)	-9	0.0	-8	-2	1	-1	-5	0	0.3	-2

High-throughput results (PubChem BioAssay)
